SIAH1 antagonists = blockers of Siah-1 interaction with plectin peptide – biochemical, fluorescence polarization, rhodamine-plectin, uHTS, primary screen (AID 1817); displacement, % at 20 µM, or IC50 in µM where a hit was titrated; hit rate 0.02% among 290,000; Siah-1 / rhodamine-plectin peptide fluorescence polarization; higher % means a stronger effect;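 active = displacement of at least 50% at 20 µM, with a fluorescence ratio check between 0.3 and a set limit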;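 note: plate controls were Siah plus tracer with DMSO for no effect and tracer alone without Siah for full effect; strong numbers were not always called active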
Dengue-2 NS5 capping = Dengue-2 NS5 methyltransferase inhibitors, primary screen, biochemical, confirmation dose response (AID 588689) | Dengue-2 NS5 methyltransferase capping enzyme assay, biochemical; higher % means a stronger effect | inhibition, % at 25 µM; hits with a dose series show IC50 in µM | hit rate 0.3% among 340,000; in the data active = a potency from the dose series; inconclusive = inhibition above about 29% without an active follow-up result
AID2073 = inhibitors of Mint1-CaV2.2 protein interaction, biochemical, HTRF (AID 2073). HTRF protein-protein interaction, Mint1-CaV2.2; higher % means a stronger effect. inhibition, % at 20 µM; hits with a dose series show IC50 in µM. hit rate 0.19% among 290,000; in the data active = inhibition mostly above about 51%, no sharp cut-off; inconclusive = no clear call, values can overlap the other calls; inactive = mostly below about 53%; note: some results filed as inactive read as strong as hits
NTR1 agonist = agonists of NTR1, primary screen, imaging, U2OS cells, beta-arrestin-GFP, high content (AID 493036); P30989; NTR1-U2OS beta-arrestin-GFP spot imaging, agonist mode; activation, % at 20 µM; hit rate 0.17% among 330,000;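 active = activation at or above 40% of the spot to cytoplasm intensity ratio, with at least 20 cells analyzed; inconclusive = wells under 20 cells, flagged as cytotoxic or low count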;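 note: 0% = DMSO without peptide and 100% = 100 nM NTR1 peptide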
Target sequence (P30989 whole entry, looked up): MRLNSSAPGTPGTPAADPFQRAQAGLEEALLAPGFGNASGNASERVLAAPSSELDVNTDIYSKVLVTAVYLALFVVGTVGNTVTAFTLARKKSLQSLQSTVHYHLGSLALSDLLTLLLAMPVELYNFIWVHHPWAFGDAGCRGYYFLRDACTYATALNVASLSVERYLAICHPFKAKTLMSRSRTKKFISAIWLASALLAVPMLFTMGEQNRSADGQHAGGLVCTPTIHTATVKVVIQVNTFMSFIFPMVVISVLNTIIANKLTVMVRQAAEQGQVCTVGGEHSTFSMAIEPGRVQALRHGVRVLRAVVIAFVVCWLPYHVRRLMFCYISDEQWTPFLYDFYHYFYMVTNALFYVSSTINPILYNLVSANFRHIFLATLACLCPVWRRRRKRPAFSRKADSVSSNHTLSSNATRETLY
GPR55 LPI antagonism = GPR55 antagonists blocking LPI-driven arrestin recruitment, primary screen, imaging, U2OS, beta-arrestin-GFP, LPI agonist (AID 2013). hit rate 0.13% among 290,000. U2OS GPR55 beta-arrestin-GFP translocation imaging, LPI antagonism; higher % means a stronger effect. inhibition, % at 10 µM, or IC50 in µM where a hit was titrated;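 active = spots per cell inhibited over 60%, with over 100 cells counted and total cytoplasm intensity under 500,000; inconclusive = wells with under 100 cells, flagged as likely toxic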;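 note: U2OS cells stably carrying GPR55 and arrestin-GFP stimulated by 5 µM LPI near EC80; imaged beta-arrestin-GFP aggregate spots per cell after agonist stimulation; plate controls were LPI-stimulated DMSO wells for no effect and DMSO wells without LPI for full effect; some results filed as inactive read as strong as hits; confirmed hits need IC50 under 10 µM and bright autofluorescent wells are also inconclusive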
GPR55 activation = GPR55 agonists via beta-arrestin recruitment, primary screen, imaging, U2OS cells, beta-arrestin-GFP redistribution (AID 1961). activation, % at 10 µM, or EC50 in µM where a hit was titrated. U2OS GPR55 beta-arrestin-GFP redistribution imaging; higher % means a stronger effect. hit rate 0.048% among 290,000;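 active = activation above 40% with more than 50 cells counted in the well; inconclusive = wells holding fewer than 50 cells, flagged as toxic or sparse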;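 note: U2OS osteosarcoma cells stably expressing GPR55 and beta-arrestin-GFP; plate controls were DMSO negative control for no effect and LPI positive control for full effect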
K1F lysis inhibition = protection from phage-mediated lysis, alamar blue read-out – E. coli UTI89, K1F phage, bacterial capsule biogenesis inhibitors (AID 488966); E. coli UTI89 K1F phage lysis, alamar blue, 2 h; higher % means a stronger effect; inhibition, % at 100 µM, or IC50 in µM where a hit was titrated; hit rate 0.02% among 340,000;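 active = phage lysis inhibition, versus mean bacterial control, above a set limit; inconclusive = no clear call, values can overlap the other calls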;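 note: capsule biogenesis inhibitors block K1F phage lysis so surviving cells raise fluorescence; higher fluorescence means more inhibition of phage lysis; actives were called in the ten point dose series up to 300 µM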
HIV fusion peptide = inhibitors of HIV fusion peptide binding, primary screen, biochemical, uHTS, fluorescence dequenching (AID 1986). cell-free peptide binding, fluorescence dequenching, 30 min; higher % means a stronger effect. one-dose inhibition, % at 20 µM; IC50 in µM for titrated hits. hit rate 0.3% among 290,000; in the data active = inhibition mostly above about 52%, no sharp cut-off; inactive = mostly below about 76%; note: some results filed as inactive read as strong as hits
GPR35 arrestin U2OS = GPR35 antagonists blocking zaprinast-driven arrestin recruitment, primary screen, imaging, U2OS, beta-arrestin-GFP, zaprinast agonist (AID 2058). U2OS GPR35 beta-arrestin-GFP translocation imaging, zaprinast antagonism; higher % means a stronger effect. one-dose inhibition, % at 10 µM; IC50 in µM for titrated hits. hit rate 0.052% among 290,000;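 active = inhibition of at least 50% with at least 30 cells and total cytoplasm GFP at most 10,000,000; inconclusive = under 30 cells or total GFP of 10,000,000 plus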
NTR1 agonist cell count 20 µM = also measured in NTR1 agonist; calls as there; cell count; measured here: cell count, cytotoxicity flag
Dengue-2 NS5 capping pilot replicate = also measured in Dengue-2 NS5 capping; calls as there; inhibition, %; measured here: pilot screen replicate inhibition
* = called active by the depositor; u = inconclusive; x = no result given; [ ] = another dose, or the depositor's remark.

SMILES | SIAH1 antagonists | Dengue-2 NS5 capping | AID2073 | NTR1 agonist | NTR1 agonist cell count 20 µM | GPR55 LPI antagonism | GPR55 activation | K1F lysis inhibition | HIV fusion peptide | GPR35 arrestin U2OS | others
c1coc(CNC2CCCCCCC2)c1 | 2.1% | 7.8% | -8.1% | -0.1 | 74 | -4.1% | -0.2% | -0.3% | 1.0% | 3.8%
CC(C)N(Cc1ccccc1)C(=O)C1CCCN(c2ncnc3c2nc2n3CCCCC2)C1 (configuration not stated) | -1.9% | -0.9% | -3.1% | 4.7 | 59 | 7.8% | 0.7% | 0.0% | 1.2% | -5.7%
Cc1ccc(C)c(CSC2=NCCN2S(=O)(=O)c2ccccc2)c1 | -1.9% | 0.7% | 8.5% | 6.9 | 57 | 0.5% | 0.0% | -0.1% | -0.3% | 10.1%
O=C(Cn1ccc([N+](=O)[O-])n1)Nc1ccccn1 | 0.4% | -5.2% | -5.1% | -0.7 | 58 | -8.8% | 0.0% | 0.2% | 0.2% | -11.6%
O=C(O)c1ccc(NCCC2=CCCCC2)c([N+](=O)[O-])c1 | 3.0% | 5.4% | 0.7% | 0.6 | 38 | 22.6% | -0.6% | -0.7% | 9.1% | -1.4%
COc1ccc(NC(=O)c2ccccc2N(Cc2ccccc2)S(C)(=O)=O)cc1OC | 3.4% | -2.1% | -12.8% | 2.1 | 62 | 2.5% | 0.2% | -5.0% | -0.5% | 0.2%
CN(C)c1cccc(-c2nnc(SCCCC#N)o2)c1 | 4.1% | 0.8% | -1.2% | -1.5 | 81 | -5.6% | -0.1% | 1.2% | -1.5% | -6.7%
CCOc1ccc(NC(=O)c2ccc(CC)s2)c([N+](=O)[O-])c1 | 1.5% | -7.5% | 15.2% | 0.6 | 61 | 9.5% | -0.1% | 0.3% | 0.6% | -5.5%
C/C(=N/NC(=O)CNC(=O)Cc1ccc(Cl)cc1)c1ccco1 | 6.2% | x | 0.8% | -1.0 | 68 | 9.1% | 0.2% | x | 1.1% | -7.4%
COCC(=O)N1CCCC(C(=O)c2ccc(C(F)(F)F)cc2)C1 (configuration not stated) | 13.2% | -5.4% | 0.8% | 0.7 | 53 | 10.5% | 0.1% | 7.9% | 1.5% | 2.9%
O=C(Cc1cccs1)Nc1ccccc1NC(=O)Cc1cccs1 | 0.5% | -2.7% | 9.1% | -1.0 | 37 | 1.0% | 0.0% | -0.8% | -2.3% | -7.9%
Cc1cccc(N2C(=O)SC(N(CC(=O)O)c3cccc(C)c3)C2=O)c1 (configuration not stated) | 1.9% | 1.0% | -2.5% | -2.6 | 49 | -3.8% | -0.1% | 0.3% | 0.7% | -6.4%
CC(NC(=O)Cn1cccc1C(=O)c1ccccc1)c1ccccc1 (configuration not stated) | -0.1% | -3.5% | 11.0% | 0.3 | 64 | 18.9% | 0.4% | 0.5% | 0.7% | -6.4%
CCN1CCN(S(=O)(=O)c2c[nH]c(C(=O)OC)c2)CC1 | 0.2% | -1.4% | 8.1% | -1.8 | 72 | 13.7% | 0.0% | -2.4% | -0.4% | 19.8%
Cc1noc(NS(=O)(=O)c2ccc(NC(=O)CCC3CCCC3)cc2)c1C | -1.6% | 6.5% | 11.4% | 0.9 | 58 | -2.6% | 0.0% | 0.2% | 6.7% | -13.4%
Cc1ccc2nc(-c3ccc(NC(=O)CSc4ccccc4)cc3)[nH]c2c1 | 2.3% | 1.4% | 4.3% | 3.8 | 45 | -7.4% | -0.3% | 0.3% | -3.8% | 2.6%
NNC(=O)c1ccc(COc2ccc3c(c2)CCC3)o1 | -2.5% | -3.6% | -5.9% | 3.8 | 30 | 5.7% | -0.1% | 0.6% | -2.1% | -6.5%
O=C(Cc1ccccc1)Nc1ccc2[nH]ncc2c1 | 0.3% | -6.2% | 5.4% | -0.7 | 35 | -8.9% | -0.1% | 0.3% | -0.1% | 9.7%
CCOc1ccc(-n2nc3c(=O)n(CCN4CCCCC4)nc(C)c3c2C)cc1 | -3.5% | -4.8% | 7.4% | 2.4 | 77 | 7.1% | -0.2% | 1.6%[50 µM] | 1.6% | 6.7%
Cc1ccccc1C(=O)NN1CCOCC1 | 1.7% | -5.8% | 8.2% | -0.8 | 51 | 1.9% | -0.1% | 1.8%[50 µM] | 1.6% | 7.4%
Cc1ccc(/C=C2\SC(N3CCCCC3)=NC2=O)cc1 | 1.4% | -2.6% | 2.7% | 2.4 | 75 | -1.3% | -0.1% | 0.0% | -1.2% | 4.4% | Dengue-2 NS5 capping pilot replicate=-0.9
Cc1c(Cl)cccc1NC(=O)NCc1ccc(C)n1C | 1.1% | 4.1% | -1.7% | -2.5 | 72 | -11.1% | -0.1% | -0.1% | 2.9% | 10.8%
O=C(C1=NN(c2ccccc2)C2C(=O)N(c3ccc(Cl)cc3)C(=O)C12)c1ccccc1 (configuration not stated) | -5.0% | u | u | x | x | 8.2% | -0.2% | 0.4% | 43.1% | 3.1%
O=C(NNC(=O)c1cc2cc(OC(F)(F)F)ccc2[nH]1)c1ccc(Cl)cc1 | 13.1% | x | 25.0% | 0.6 | 44 | -1.2% | 0.1% | x | -2.1% | 6.2%
Cc1cc(C)c(C#N)c(Nc2ccccc2F)n1 | 1.5% | -7.1% | -3.9% | 1.3 | 60 | 10.2% | -0.2% | 0.1% | -0.9% | 6.8%
COc1ccccc1/C=C/C(=O)c1ccccc1 | 0.5% | -13.7% | -0.8% | x | x | 12.6% | -0.1% | 0.7%[50 µM] | 0.9% | 4.4%
O=C(CSc1nnc(CNC(=O)c2ccco2)o1)Nc1cccc(Cl)c1 | 3.7% | -10.9% | 5.9% | -1.0 | 60 | 9.5% | 0.1% | -7.9% | 0.8% | -14.6%
COC(=O)C1C(c2ccc(OC)cc2)C(C(=O)OC)S(=O)(=O)C(CCN2CCCCC2)S1(=O)=O (configuration not stated) | 3.9% | -4.4% | 0.6% | -0.4 | 53 | 8.6% | 0.1% | 0.1% | -1.1% | -8.1%
COC(=O)Nc1ccc(S(=O)(=O)N2CCCC(C(=O)N3CCCCC3)C2)cc1 (configuration not stated) | 4.0% | -2.3% | -0.9% | 2.7 | 59 | 5.0% | -0.5% | 0.6% | 0.9% | -16.1%
CCN(c1ccccc1)S(=O)(=O)c1ccc(C(=O)OC(C)C(=O)NCCC2=CCCCC2)cc1 (configuration not stated) | 1.1% | -5.8% | 14.3% | 3.1 | 54 | 7.1% | 0.9% | 0.1% | 4.1% | 26.4%
FC(F)(F)c1cc(-c2ccco2)nc(-n2cnc3ccccc32)n1 | -0.3% | -8.1% | 13.8% | 5.1 | 69 | 35.4% | -0.1% | 8.3% | -0.8% | 5.1%
COC(=O)c1c(NC(=O)c2ccccc2F)sc2c1C(C(=O)OC)CC2 (configuration not stated) | 3.1% | -2.3% | 16.1% | 5.6 | 53 | 10.4% | -0.1% | -0.7% | -0.9% | 17.8%
Cc1ccc(N(CC(=O)NCc2ccco2)C(=O)CCC(=O)Nc2ccccn2)cc1C | 0.5% | -8.2% | -1.9% | 1.2 | 41 | 3.6% | 0.0% | 0.3% | -1.7% | -2.6%
O=C(O)C1CCN(C(=O)c2ccc(Cl)cc2)CC1 | -0.3% | -3.4% | -0.4% | 1.2 | 49 | -13.2% | 0.8% | 4.0%[50 µM] | 2.6% | 4.3%
CC(=O)OCn1nnc2ccccc2c1=O | -3.0% | 0.0% | 11.5% | -0.7 | 40 | 4.6% | -0.3% | 3.2% | 1.4% | 2.8%
NC(=O)C1=NOC(CNc2ncc(C(F)(F)F)cc2Cl)C1 (configuration not stated) | -1.1% | 5.6% | 11.3% | -0.5 | 42 | 0.7% | 0.2% | 0.3% | 9.6% | 30.5%
O=C(CN1CCC(n2nnc3cc(F)ccc32)CC1)N1CCCc2ccccc21 | -0.1% | 1.6% | -1.5% | -1.9 | 92 | 5.1% | -0.3% | 0.3% | 1.3% | -1.5%
COc1ccc2c(c1)CCC1C2=NN(/C(C)=C\C(C)=O)C1c1ccc(F)cc1 (configuration not stated) | -5.9% | -71.8% | 7.1% | -0.5 | 94 | 6.2% | -0.1% | 0.1% | 0.3% | 20.2%
O=[N+]([O-])c1ccc(N2CCC(=NOCc3ccc(Cl)cc3)CC2)cc1 | -0.8% | -7.1% | -0.3% | -2.7 | 60 | -5.4% | 1.1% | 0.1% | -2.1% | 24.8%
COC(=O)c1sc2cc(=O)n(-c3cccc(C(F)(F)F)c3)nc2c1O | 7.6% | -4.4% | -29.1% | 1.9 | 97 | 2.4% | -0.3% | -0.5% | -1.6% | 3.5%
COc1ccc(NC(=S)NC(NC(=O)/C=C/c2ccccc2)C(Cl)(Cl)Cl)cc1 (configuration not stated) | 1.5% | -4.0% | -11.7% | 2.7 | 61 | 1.7% | 0.2% | -0.1% | -1.9% | 5.6%
CN(C)C(=O)c1ccc(NS(=O)(=O)c2ccc3c(c2)OCCO3)cc1 | -2.3% | -5.5% | -2.8% | 0.9 | 58 | 5.9% | 0.2% | 0.0% | 2.7% | -10.0%
O=C1CC(c2cc(F)ccc2F)c2cc3c(cc2N1)CCC3 (configuration not stated) | 0.1% | -2.7% | -16.8% | 2.5 | 85 | 4.9% | 0.2% | -0.1% | -1.2% | 7.0%
COc1ccc(OC)c(/C=C/C(=O)OCC(=O)Nc2cccc(C(C)=O)c2)c1 | -9.6% | -4.4% | 3.9% | 0.7 | 78 | 4.4% | 0.4% | 4.9% | 0.6% | 0.7%
CCOc1ccc(C(=O)NCc2ccncc2)cc1 | 0.7% | x | 0.2% | -0.8 | 45 | 0.2% | -0.3% | 2.0% | -1.2% | 0.4%
CC(=O)Nc1ccc(S(=O)(=O)Nc2ccccc2N2CCOCC2)cc1Cl | 2.3% | 2.9% | 11.1% | 3.1 | 51 | 12.5% | -0.1% | -0.5%[50 µM] | 0.2% | 3.5%
CC(C)(C)c1ccc(C(=O)NCCc2ccccc2)cc1 | -2.9% | -9.4% | 1.7% | 4.5 | 76 | 4.3% | -0.3% | -0.2% | 0.0% | -10.0%
O=[N+]([O-])c1cc(Cl)ccc1Nc1ccccc1 | 1.1% | x | 4.8% | 1.0 | 72 | -5.1% | -0.1% | -0.7% | -2.9% | -6.2%

Assay outcomes deposited in PubChem BioAssay by several laboratories.

Rows were taken by chance. Share with any hit: about 1.2%.
